High-throughput results as filed in PubChem.
PLK1 kinase inh: human PLK1 kinase inhibitors, primary screen, biochemical, TR-FRET. recombinant PLK1 kinase, TR-FRET peptide phosphorylation. inhibition, % at 10 µM. actives 0.53% (n = 97,000);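 active = inhibition of 50% or more in the single-concentration screen; inactive = inhibition below 50%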;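 note: 0% = DMSO max control and 100% = H-89 dihydrochloride min control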
EphB4 antag: EphB4-ephrin-B2 interaction antagonists, primary screen, biochemical, TNYL-RAW peptide probe, fluorescence polarization | Ephrin type-B receptor 4 (Homo sapiens), P54760 | EphB4 LBD / TNYL-RAW-Alexa532 peptide | inhibition, % at 7 µM | actives 0.15% (n = 97,000);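 active = inhibition above the screen-wide mean inhibition plus 3 SD, cut at about 15% in these data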;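 note: 0% = DMSO wells and 100% = excess unlabeled TNYL-RAW peptide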
FAK blocker: FAK kinase inhibitors, primary screen, biochemical; actives 0.84% (n = 97,000); Focal adhesion kinase 1 (Homo sapiens), Q05397; AID 727, 2007; inhibition, %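 (tested at 7 µM)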; biochemical FAK kinase activity assay; in the data active = inhibition above about 19%;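 note: 0% = DMSO and 100% = reference compound high control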
HIV Rev-RRE inh: HIV-1 Rev-RRE binding inhibitors, primary screen, biochemical, FRET, protein-RNA interaction; P05866; Rev peptide-RRE RNA binding; inhibition, % at 8 µM; actives 0.79% (n = 97,000); AID 704, 2007;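 active = inhibition above the screen-wide mean plus 3 SD, cut at about 35% in these data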;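 note: 0% = median DMSO wells and 100% = median Neomycin B control wells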
Target sequence (P05866 whole entry, looked up): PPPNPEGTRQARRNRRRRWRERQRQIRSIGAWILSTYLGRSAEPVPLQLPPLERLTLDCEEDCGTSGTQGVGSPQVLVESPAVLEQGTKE
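Test system: labelled RRE RNA duplex and labelled Rev peptide. Times: 5 min compound–RNA preincubation, then 15 min with peptide, 25 °C. Doses: single-dose 8 µM. Measured by: FRET, excitation 480 nm, emission 540 nm donor and 671 nm acceptor. Measure: % inhibition of FRET ratio versus controls.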
F-actin modifier: modifiers of F-actin cytoskeleton organization, primary screen, imaging, HUVEC, phalloidin staining, high-content imaging. actives 0.18% (n = 91,000). HUVEC TNFa F-actin phalloidin imaging. inhibition, % at 2 µM. AID 836, 2007;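 active = inhibition above the batch mean plus 3 SD and confirmed as a hit by visual image inspection, cut at about 30% in these data, passing the limit was not always enough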; note: strong numbers were not always called active
Pyk2 oligo antag: antagonists of Pyk2 self-association, primary screen, Q293 cells, FERM NanoBiT luminescence, HTS | z-score (the deposit names both 25 µM and 10 µM) | Protein-tyrosine kinase 2-beta (Homo sapiens), Q14289 | actives 0.83% (n = 99,000) | AID 1347419, 2020 | active compounds read low;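 active = Z-score of -3 or lower, scaled per plate to the spread of control and sample wells; inactive = z-score above -3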;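 note: negative z-score means lost luminescence so less FERM oligomerization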
Plk1 PBD FP: Plk1 polo box domain binding inhibitors, primary screen, biochemical, fluorescence polarization; Serine/threonine-protein kinase PLK1 (Homo sapiens), P53350; Plk1 PBD phosphopeptide binding; inhibition, %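 (tested at about 20 µM)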; actives 0.13% (n = 97,000); in the data active = inhibition above about 34%, passing the limit was not always enough
LYP act: LYP phosphatase activators, primary screen, biochemical, DiFMUP fluorescence, 2 µM; Tyrosine-protein phosphatase non-receptor type 22 (Homo sapiens), Q9Y2R2; recombinant LYP; 0 = plate median, 100 = signal doubled; activation, % at 2 µM; actives 0.11% (n = 96,000);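 active = activation at 2 µM above a set limit, the mean plus 5 SD, cut at about 37% in these data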
Target sequence (Q9Y2R2 whole entry, looked up): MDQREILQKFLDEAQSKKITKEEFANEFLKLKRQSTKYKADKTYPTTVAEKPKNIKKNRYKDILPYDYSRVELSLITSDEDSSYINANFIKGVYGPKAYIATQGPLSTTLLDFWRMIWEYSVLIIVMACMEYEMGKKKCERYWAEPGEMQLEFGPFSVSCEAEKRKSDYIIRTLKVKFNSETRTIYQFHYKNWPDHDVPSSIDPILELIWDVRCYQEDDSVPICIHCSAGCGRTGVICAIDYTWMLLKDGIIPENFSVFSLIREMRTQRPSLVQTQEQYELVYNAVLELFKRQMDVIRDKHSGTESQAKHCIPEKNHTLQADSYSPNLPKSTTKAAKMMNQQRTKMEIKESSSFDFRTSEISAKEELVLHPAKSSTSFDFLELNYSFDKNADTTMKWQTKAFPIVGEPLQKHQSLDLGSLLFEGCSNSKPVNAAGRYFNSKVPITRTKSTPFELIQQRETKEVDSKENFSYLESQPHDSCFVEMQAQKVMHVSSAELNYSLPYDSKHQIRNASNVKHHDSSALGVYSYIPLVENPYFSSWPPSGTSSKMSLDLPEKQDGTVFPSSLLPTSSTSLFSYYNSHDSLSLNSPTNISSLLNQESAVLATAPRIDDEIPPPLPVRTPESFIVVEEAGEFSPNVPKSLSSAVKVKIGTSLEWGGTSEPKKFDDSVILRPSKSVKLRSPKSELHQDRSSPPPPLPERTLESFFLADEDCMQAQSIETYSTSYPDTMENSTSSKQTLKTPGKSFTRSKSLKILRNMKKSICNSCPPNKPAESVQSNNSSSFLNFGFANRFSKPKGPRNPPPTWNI
LYP inh 2: PTPN22 phosphatase inhibitors, primary screen, biochemical, DiFMUP fluorescence, 2 µM; recombinant LYP catalytic domain; actives 0.21% (n = 96,000); Tyrosine-protein phosphatase non-receptor type 22 (Homo sapiens), Q9Y2R2; inhibition, % at 2 µM; AID 640, 2007;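 active = inhibition at 2 µM at or above a set limit, the screen mean plus 3 SD, cut at about 24% in these data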;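 note: 0% = DMSO with enzyme and 100% = enzyme fully blocked by orthovanadate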
* marks the source's active call; other numbers are inactive results; / = no result given.

SMILES	PLK1 kinase inh	EphB4 antag	FAK blocker	HIV Rev-RRE inh	F-actin modifier	Pyk2 oligo antag	Plk1 PBD FP	LYP act	LYP inh 2
CC(C)(C)c1ccc(C(=O)N2CCN(c3nc4ccccc4o3)CC2)cc1	-14	-3	0	7	-19	/	1	-7	7
O=C(COC(=O)c1cccc(S(=O)(=O)N2CCOCC2)c1)Nc1ncc(C(F)(F)F)cc1Cl	-11	-4	0	9	16	0.82	10	2	-2
O=C(OCCN1C(=O)c2ccccc2C1=O)c1cnccn1	-7	-5	-4	0	-42	2.2	-5	-2	1
CCN1CCCC1CNC(=O)CCc1nc(-c2ccc(C)cc2)no1 (stereo not given)	-5	3	-2	0	18	0.7	6	14	-14
NC(=O)C1CCN(C(=O)c2ccc(CS(=O)(=O)c3c(Cl)cccc3Cl)o2)CC1	6	9	0	4	11	/	3	8	-11
CCOC(=O)C1=C(C)Nc2ncnn2C1c1ccc2c(c1)OCO2 (stereo not given)	-11	-3	1	-1	-13	0.64	2	-2	2
O=c1c2cnn(-c3ccccc3)c2nc(-c2ccco2)n1-c1ccccc1	-4	-6	1	13	-3	-1.9	-27	-14	10
CCN(CC)C(=O)CSc1nc2sc3c(c2c(=O)n1-c1ccc(C)cc1)CC(C)(C)SC3	-44	4	2	-1	-4	-0.58	6	-10	10
C=CCSc1nnc2c(n1)OC=Nc1ccccc1-2	-7	-6	0	2	17	2.1	-28	1	2
O=C(Cn1c(=O)oc2cc(S(=O)(=O)N3CCCC3)ccc21)NCc1ccc(F)cc1	-6	-1	2	-1	-12	/	15	-6	5
CCOC(=O)c1c(NC(=O)CN(C)C)sc(C(=O)N(CC)CC)c1C	-6	9	-4	-1	-3	0.65	-27	6	-3
Cc1cc(C(=O)OCC(=O)Nc2ccc(F)c(F)c2)c(C)o1	-7	3	0	9	7	-0.56	2	-1	0
COc1ccc(OC)c(S(=O)(=O)N2Cc3ccccc3CC2C(=O)Nc2nccs2)c1 (stereo not given)	-1	10	-3	12	-3	-0.77	-19	-14	13
C=CCN(CC=C)C(=O)C1CCC(C(=O)N(CC=C)CC=C)CC1 (stereo not given)	-11	1	-1	-1	2	1	-18	-8	4
CC1(c2ccc3c(c2)OCO3)NC(=O)N(CC(=O)NCCC2=CCCCC2)C1=O (stereo not given)	-8	-9	-3	3	0	0.03	-1	-9	7
O=C(Nc1ccc(Cl)cc1C(=O)Nc1ccncc1)c1ccco1	8	0	-1	0	18	-0.5	14	-1	2
CCOC(=O)N1CCC(N2Cc3cccc(C(=O)Nc4ccc(OC)c(OC)c4)c3C2=O)CC1	-5	1	-7	3	10	/	-23	-8	7
CCOc1ccc(C2=Nn3c(nnc3-c3ccco3)SC2)cc1	-9	1	-4	3	-21	-0.73	6	2	1
Cc1ncc([N+](=O)[O-])n1CC(=O)NCc1ccccc1	-11	5	1	7	-21	0.12	2	7	-5
N#CC1(c2ccccc2)CCCN1C(=O)c1ccc(Br)cc1 (stereo not given)	-3	2	0	5	1	0.9	24	-8	7
C/C(=N\NC(=O)CC1N=C(Cc2ccccc2)NNC1=O)c1ccccc1 (stereo not given)	-3	5	4	4	-34	0.26	-9	4	-1
CCCn1[nH]cc(SC)c(=O)c1=O	-8	-9	-3	4	6	0.11	-29	10	-12
CC1CCCC(C)N1C(=O)CN1C(=O)C(C)(C)Oc2ccc(C(=O)NC3CCCCC3)cc21 (stereo not given)	-10	-3	-2	6	0	0.34	-18	5	-9
O=c1cc(N2CCc3ccccc32)[nH]c(=O)n1Cc1ccc(F)cc1	-14	-7	-2	6	-12	0.24	14	7	-5
CN(CC(=O)O/N=C(\N)c1ccc([N+](=O)[O-])cc1)S(=O)(=O)c1ccc2ccccc2c1	-1	1	0	7	-11	0.19	-25	-10	10
The list goes on:
SMILES	PLK1 kinase inh	EphB4 antag	FAK blocker	HIV Rev-RRE inh	F-actin modifier	Pyk2 oligo antag	Plk1 PBD FP	LYP act	LYP inh 2
Cc1cc(C)n(C(=O)c2c([N+](=O)[O-])cnn2C)n1	-11	7	2	1	-1	0.1	-4	10	-8
Cc1cc(C)n(CC(O)COc2cccc(OCC(O)Cn3nc(C)cc3C)c2)n1 (stereo not given)	-9	-7	-2	3	15	0.8	4	-12	12
Cc1cccc(-n2c(C)nc3sccc3c2=O)c1	-14	-4	-6	0	-16	1.5	-16	6	-4
NC(=O)c1ccsc1NC(=O)COC(=O)Cc1cccc2ccccc12	-10	-1	0	15	-1	-2.7	-7	-10	9
CC(=O)CN1Cc2ccccc2/C1=N\C(=O)Nc1ccccc1	-5	-4	-4	-2	-23	-0.19	-3	16	-19
COc1ccc(N2C(=O)C3CCCN3C2c2ccccc2Cl)cc1 (stereo not given)	-12	4	1	4	-6	/	-4	-3	0
CCCN(CCC)CCNC(=O)CS(=O)Cc1nc(-c2ccc(C)cc2)oc1C (stereo not given)	-13	5	2	-1	/	-0.2	5	5	-6
CC1(C)Cc2c(c(N3CCOCC3)nc3sc4c(NCc5ccccc5)nnnc4c23)CS1	-9	4	-1	11	5	-1.6	-14	-10	12
Cn1c(=O)[nH]c(=O)c2c1nc(CN1CCOCC1)n2Cc1ccccc1	-10	2	5	4	-6	0.13	4	-5	4
CCCCNC(=O)C1CC(c2c(Cl)cccc2Cl)=NO1 (stereo not given)	-2	6	0	-2	21	/	5	1	3
CCOC(=O)C1CCCN(C(=O)CCn2nc(-c3ccccc3)ccc2=O)C1 (stereo not given)	-2	-3	0	-4	-16	-0.39	-15	11	-13
C/C(=N\NC(=O)c1csc2ccccc12)c1ccc(O)cc1	-8	3	0	1	15	-0.28	-23	4	-7
Cc1ccc(Nc2nc(N)nc(CSCCO)n2)cc1	-5	6	-7	5	22	-0.08	-15	-3	7
CCCOc1ccc(-c2nnc(N)s2)cc1	-10	-4	2	5	15	-0.14	-1	-3	2
CCN(CC)c1c2c(c(C#N)c3nc4ccccc4n13)CCC2	-13	-5	5	6	7	-1.9	-3	10	-10
COc1ccc(OC)c(C(=O)c2coc3ccc(OCC(=O)O)cc23)c1	-2	-6	-1	6	/	0.87	16	-9	10
COc1ccc(OC)c(N2C(N)=NC(N)=NC23CCCC3)c1	-2	-5	0	5	2	-0.08	13	6	-9
Cc1ccc(NC(=O)COc2ccc(-n3ccnc3)cc2)cc1Cl	-9	-3	9	7	28	-0.35	2	-6	3
CCNC(=O)COc1ccc(-c2ccccc2)cc1	-13	9	-1	1	9	-0.63	20	-10	7
CCOC(=O)c1ccc(COc2nc3ccccc3nc2-c2ccccc2NC(C)=O)o1	-9	6	-1	3	-16	-0.31	4	-12	8
CC(C)OC(=O)c1c(NC(=O)c2ccco2)sc2c1CCCCC2	5	-3	-1	18	/	0.48	-20	-5	6
Cc1cc(C)n(-c2nc(NCCCO)c3c4c(sc3n2)CCCC4)n1	1	-5	3	1	40	-0.6	-7	3	-6
Cc1ccc(SCC(=O)Nc2ccccc2C(=O)O)cc1	-1	1	2	5	7	-1.4	19	-5	7
COC(=O)c1cccc(COC(=O)c2ccc(N(C)C)cc2)c1	-9	3	0	16	1	-1.2	6	2	-4
Cc1ccc(-n2c(Cn3nc(C(F)F)cc3C(F)F)n[nH]c2=S)cc1	-14	0	0	8	7	0	-24	-5	7

Arranged by formula weight (lowest first): some entries from above
SMILES	PLK1 kinase inh	EphB4 antag	FAK blocker	HIV Rev-RRE inh	F-actin modifier	Pyk2 oligo antag	Plk1 PBD FP	LYP act	LYP inh 2
CCNC(=O)COc1ccc(-c2ccccc2)cc1	-13	9	-1	1	9	-0.63	20	-10	7
CC(=O)CN1Cc2ccccc2/C1=N\C(=O)Nc1ccccc1	-5	-4	-4	-2	-23	-0.19	-3	16	-19
Cc1cc(C)n(CC(O)COc2cccc(OCC(O)Cn3nc(C)cc3C)c2)n1 (stereo not given)	-9	-7	-2	3	15	0.8	4	-12	12

More results.
SMILES	PLK1 kinase inh	EphB4 antag	FAK blocker	HIV Rev-RRE inh	F-actin modifier	Pyk2 oligo antag	Plk1 PBD FP	LYP act	LYP inh 2
Cc1nc(C)c(-c2csc(NCc3ccco3)n2)s1	-13	0	4	2	/	0.81	-11	-1	1
COc1ccccc1NC(=O)CSc1nnc(Cc2cc(=O)[nH]c(=O)[nH]2)n1-c1ccccc1	3	8	1	-3	4	1.6	-8	10	-9
Cc1cc(N)n2ncc(-c3ccc(F)cc3)c2n1	-8	0	4	8	14	-1.6	-23	0	2
CCC(=O)NC(Nc1sc2c(c1C(=O)OC)CCN(C)C2)(C(F)(F)F)C(F)(F)F	11	-4	1	9	15	0.85	9	10	-10
COc1ccc(CCNC(=O)c2nnn(-c3ccccc3OC)c2N)cc1OC	-2	4	2	2	18	0.51	-11	-9	9
O=C(NCC1CCCO1)C1CCCN(Cc2cnn(-c3ccccc3)c2-n2cccc2)C1 (stereo not given)	0	9	-7	-3	18	-1.1	-1	7	-3
Cc1cc(Br)ccc1OCC(=O)NNC(=O)c1ccc(NC(=O)C2CC2)cc1	-13	6	-2	14	19	0.02	0	-2	2
CC(=O)O/N=C/c1c(N2CCOCC2)n(C)c2ccccc12	0	-2	-2	8	4	-0.26	1	-9	11
CC(C)C(=O)N1CCN(c2nc(-c3ccccc3)c3c(c2C#N)CCCC3)CC1	-6	6	2	7	1	-1.6	-4	0	4
CSc1ccccc1NC(=O)Cn1c(-c2cscn2)nc2ccccc21	-5	-1	2	2	5	-0.45	0	17	-20
N#CC1=C(N)OC2=C(C(=O)CCC2)C1Cc1ccccc1 (stereo not given)	13	-6	-3	1	-20	0.28	-4	2	0
O=C(CSc1ncn[nH]1)Nc1ccc(Cl)c(Cl)c1	-3	7	2	9	7	-0.48	8	-3	0
CCc1nnc2sc(-c3cc(-c4ccccc4)nc4ccccc34)nn12	-12	-4	1	3	-14	-0.47	-16	5	-9
CC(C)OC(=O)CSc1nc(N)c(C#N)c(-c2ccco2)c1C#N	-9	4	15	13	-17	0.63	-29	4	-1
O=C(Cc1ccccc1)N/N=C\c1ccc(Br)o1	-1	-11	-5	-4	-10	0.1	-17	8	-2
COc1ccccc1OCCNc1nc2c(c(=O)n(C)c(=O)n2C)n1C	-8	5	0	8	6	-0.21	-11	3	-3
CCOC(=O)N1CCC(NC(=O)CN(C)S(=O)(=O)c2cc3c(cc2Cl)NC(=O)CO3)CC1	-5	2	-1	-1	-9	-0.78	8	1	2
O=[N+]([O-])c1ccc2c(c1)C(O)n1nc(-c3ccc(Cl)cc3Cl)nc1S2 (stereo not given)	-12	4	2	-1	4	0.98	-1	6	-6
CN(C)c1ccnc(Oc2ccc(C(C)(C)C)cc2)c1C#N	-7	-3	7	9	-10	-1.4	-28	-3	6
CC1=C(C)CC2C(=O)N(c3cccc4ccccc34)C(=O)C2C1 (stereo not given)	11	-7	-2	3	-15	/	0	2	-4
COc1cnc(-c2ccccn2)nc1Oc1cccc(Cl)c1	-15	-4	0	2	/	1.7	8	/	/
Cc1occc1C(=O)Nc1nccs1	-10	-6	2	3	-4	-0.83	2	-3	5
COc1ccc2cc3cc(C(=O)Nc4ccccc4N4CCN(C)CC4)oc3nc2c1	-16	-3	-9	0	-13	0.24	8	-4	2
O=C(c1ccco1)N1CCN(C(c2coc3ccc(Cl)cc3c2=O)c2nnnn2C2CCCC2)CC1 (stereo not given)	-4	-1	0	5	-23	1.2	-29	-5	4
